Screens deposited in PubChem BioAssay by Broad Institute.
XiGFP reactiv: activators of inactive X chromosome reactivation, primary screen, imaging, XiGFP fibroblasts, GFP high-content imaging, set 2 | XiGFP mouse fibroblasts, % GFP-positive cells imaging, 3 d; cells co-treated with 5-aza-dC sensitizer; scaled so ellipticine positive control = 100% | activation, % at 7.58 µM | 360,000 compounds, 0.055% hits | AID 743238, 2013;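 active = mean normalized replicate activation at least 10% and every replicate at or above 10%; inconclusive = only one of the two criteria met; inactive = mean below 10% and not all replicates reach 10%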;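 also: 0% = median of on-plate neutral control wells and 100% = ellipticine 6 µM median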
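Material: XiGFP fibroblasts, SV40-immortalized. Buffer or medium: DMEM plus 5-aza-dC sensitizer. Compound: single concentration per compound, delivered by pin transfer. Times: 3 days compound exposure. Controls: ellipticine 6 µM.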
DENV2 CPE: inhibitors of DENV2 cytopathic effect, primary screen, cell-based, plate reader, single concentration | DENV2-infected cells, cytopathic effect rescue | CPE inhibition, % at 9.99 µM | 350,000 compounds, 1.7% hits | AID 651640, 2012; in the data active = CPE inhibition above about 20%, passing the limit was not always enough; inconclusive = no clear call, values can overlap the other calls; tested in BHK-21 cells;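 also: 0% = median of neutral control wells and 100% = median of positive control wells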
E-selectin induc: E-selectin induction in HUVECs, primary screen, imaging, HUVEC, immunofluorescence imaging, single point; P16581; normalized: neutral wells 0, TNF-alpha wells 100; activation, % at 7.58 µM; 260,000 compounds, 0.37% hits; AID 686992, 2013;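 active = mean E-selectin-positive cell signal at least 10% of the positive control, reached in at least 60% of replicates, without over 20% cell loss; inconclusive = no rule given, readout overlaps actives, possibly toxicity-flagged; inactive = the rest, including those meeting only one limit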;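 also: in these data hits start at about 27%; measured in HUVEC primary endothelial cells; signal is the percent of cells scored E-selectin positive by PE staining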
Target sequence (P16581 whole entry, looked up): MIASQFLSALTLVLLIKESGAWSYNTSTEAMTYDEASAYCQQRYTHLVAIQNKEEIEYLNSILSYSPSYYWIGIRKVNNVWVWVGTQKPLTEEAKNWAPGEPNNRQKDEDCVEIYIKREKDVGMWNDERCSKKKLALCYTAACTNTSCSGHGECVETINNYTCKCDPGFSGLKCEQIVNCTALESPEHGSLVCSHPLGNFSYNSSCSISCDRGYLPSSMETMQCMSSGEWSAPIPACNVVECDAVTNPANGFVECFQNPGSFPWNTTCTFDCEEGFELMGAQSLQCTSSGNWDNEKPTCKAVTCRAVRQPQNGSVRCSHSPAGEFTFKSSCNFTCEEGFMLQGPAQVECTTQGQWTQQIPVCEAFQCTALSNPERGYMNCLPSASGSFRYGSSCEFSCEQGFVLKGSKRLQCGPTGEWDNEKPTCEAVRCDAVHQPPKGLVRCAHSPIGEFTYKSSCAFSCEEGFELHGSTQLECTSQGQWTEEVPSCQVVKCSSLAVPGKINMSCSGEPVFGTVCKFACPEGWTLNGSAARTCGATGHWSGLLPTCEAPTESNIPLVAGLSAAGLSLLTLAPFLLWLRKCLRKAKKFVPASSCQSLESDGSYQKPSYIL
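assay system = HUVEC, human umbilical vein endothelial cells | input = 3,000 HUVEC seeded per well | medium = EGM-2 growth medium on 0.1% gelatin-coated wells | dosing = one compound dose added by pin transfer | signal = immunofluorescence imaging | read-out basis = % PE-positive cells | control set = TNF-alpha, DMSO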
INS-1E GSIS act: GLuc luminescence reporter in INS-1E cells, primary screen for activators of glucose-dependent secretion of insulin; INS-1E GLuc reporter insulin secretion, 2-3 h; activation, % at 16.6 µM; 370,000 compounds, 0.61% hits; AID 743287, 2014;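 active = lowest replicate activation of at least 40%, so every replicate reaches that level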;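 also: 0% = median of neutral control wells and 100% = median of IBMX positive control wells; some compounds called inactive have numbers as strong as hits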
RAD52 inh: RAD52 DNA annealing inhibitors, primary screen, biochemical, FRET, single point, set 2. DNA repair protein RAD52 homolog (Homo sapiens), P43351. recombinant RAD52 DNA annealing, FRET fluorescence. inhibition, % at 18.7 µM. 360,000 compounds, 0.46% hits;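 active = every replicate showing at least 50% inhibition; inconclusive = mean inhibition at least 50% but not in every replicate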
F508del corr: F508del CFTR correction, initial screen, CFBE line, single point; CFBE cells, YFP halide quenching; stimulated with forskolin plus potentiator P3; % fluorescence drop versus neutral controls; 350,000 compounds, 0.36% hits; activity (quench increase), % at 7.58 µM; AID 720511, 2013;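 active = mean added fluorescence quench of at least 8% versus neutral control, with both replicates also reaching 8%; inconclusive = only one of the mean or replicate conditions met; inactive = mean below 8% and not both replicates reaching 8%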;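 also: cells transiently co-express mutant CFTR-F508del with the halide-sensitive YFP; corrector assay measuring rescue of mutant channel to the surface after 24 h compound exposure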
Casp6 inh: human caspase-6 inhibitors, primary screen, biochemical, VEID-R110 fluorescence, single point, set 2 | P55212 | inhibition, % at 12.5 µM | AID 686996, 2013 | 350,000 compounds, 0.53% hits | purified caspase-6, Z-VEID-R110 cleavage fluorescence;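 active = mean inhibition across replicates at least about 35%, with every replicate also reaching that limit, limit read from the data; inconclusive = only one of the two criteria met; inactive = neither criterion met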;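 also: 0% = median of neutral control wells and 100% = no fluorescence left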
Target sequence (P55212 24-179 limits assumed): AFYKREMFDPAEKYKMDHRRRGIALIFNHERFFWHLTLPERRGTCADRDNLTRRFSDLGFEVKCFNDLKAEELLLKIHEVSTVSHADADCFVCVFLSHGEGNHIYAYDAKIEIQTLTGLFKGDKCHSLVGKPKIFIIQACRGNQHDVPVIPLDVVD
Target sequence (P55212 194-293 limits assumed): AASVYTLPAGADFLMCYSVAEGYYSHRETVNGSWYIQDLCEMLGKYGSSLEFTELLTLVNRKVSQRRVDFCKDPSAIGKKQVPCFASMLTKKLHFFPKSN
RAD54 inh: inhibitors of human RAD54 branch migration, primary screen, biochemical, fluorescence, single point; DNA repair and recombination protein RAD54-like (Homo sapiens), Q92698; RAD54 Holliday junction branch migration, FAM/BHQ fluorescence; inhibition, % at 10.4 µM; 360,000 compounds, 0.14% hits; AID 602329, 2012;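 active = mean normalized replicate activity at least 40 and at least half of replicates scoring 40 or more; inconclusive = only one of the two criteria met; inactive = mean below 40 and under half of replicates reaching 40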;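 also: 0% = median of neutral control wells and 100% = median of positive control wells; inhibitors cause a drop in the FAM fluorescence signal; in these data hits start at about 50%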
Starred values were filed as active, the others as inactive; u = inconclusive; x = no result given.

SMILES	XiGFP reactiv	DENV2 CPE	E-selectin induc	INS-1E GSIS act	RAD52 inh	F508del corr	Casp6 inh	RAD54 inh
COCC(=O)Nc1ccc2c(c1)C(=O)N(C)[C@@H]1CC[C@@H](CC(=O)NCCc3ccncc3)O[C@H]1CO2	0.2	-7	0.1	8	-6	0.8	-3	-4
O=C(NCCN1CCOCC1)c1cc(-c2ccc(Cl)s2)nc2ccccc12	0.1	-2	x	5	-8	-0.2	-1	7
O=C(Nc1ccncc1)c1ccc(N2CCCC2=O)cc1	0.3	-5	x	6	2	-0.9	-4	7
O=C(NCc1ccco1)c1cc([N+](=O)[O-])ccc1N1CCOCC1	0.0	3	5.7	-4	0	2.2	4	x
COc1cccc(Nc2nc3cc(OC)ccc3cc2C#N)c1	0.0	x	-2.1	-4	-14	-0.4	6	x
Cc1ccc(N=Cc2c(O)c3ccccc3n(C)c2=O)cc1	0.1	5	x	5	-23	1.1	-6	6
COc1ccccc1NC(=O)N(Cc1ccc2c(c1)OCO2)Cc1nc2ccccc2c(=O)[nH]1	x	x	x	3	-1	x	2	-3
OC(c1ccccc1)(c1ccccc1)C1CCN(CCCOc2ccc(C(F)(F)F)cc2)CC1	0.1	u	0.0	654*	17	-1.7	0	x
Fc1ccc(NC(=S)N2CCN(c3cccc(C(F)(F)F)c3)CC2)cc1	0.1	5	148*	-28	-1	x	0	x
CC(C)C(=O)Nc1ccc(C(=O)NNC(=O)NC2CCCCC2)cc1	x	17	x	15	2	-3.7	-3	2
CC(=O)c1ccc(N2CCN(C(=O)c3cc(-c4ccncc4)nc4ccc(Br)cc34)CC2)cc1	0.0	1	0.5	0	-3	-1.8	-2	10
Cc1[nH]c(=O)c(C#N)c(C)c1CCC(=O)NCc1ccc(Cl)cc1	0.0	-4	0.0	22	-11	-1.8	-1	1
O=C(NCCS(=O)(=O)N1CCN(c2cccc(Cl)c2)CC1)C1CC1	0.1	4	2.6	6	-16	-1.2	-3	-3
C[C@@H]1CN([C@@H](C)CO)C(=O)c2cccc(NS(=O)(=O)c3ccccc3)c2O[C@@H]1CN(C)Cc1ccc(-c2ccccc2)cc1	-0.7	6	-0.3	-14	-9	-4.1	1	-4
CCn1cc(CNC(=O)c2cc(COc3ccc(F)cc3Cl)on2)cn1	0.0	-3	-2.0	-16	-14	0.5	-5	-9
Cc1nc(SCC(=O)NC(C)(C)C)c2c(-c3cccs3)csc2n1	0.1	6	x	-20	-5	-1.2	3	x
C[C@@]12CCC3[C@@](CC[C@@H]4[C@](C)(C(=O)O)CCC[C@@]34C)(C[C@H]1O)C2 (some centres undefined)	0.0	8	2.0	-2	-16	x	-1	-2
O=C(CNC(=O)c1cccc(N2C(=O)c3ccccc3C2=O)c1)Nc1ccc(F)c(F)c1	0.0	2	3.2	-16	-15	0.8	-2	3
Cc1ccccc1S(=O)(=O)N1CC(=O)N2[C@H](CO)[C@@H](c3ccc(C#CC4CC4)cc3)[C@@H]2C1	0.1	4	-0.4	4	-11	-0.1	2	x
CCN1[C@@H]2Cn3c(ccc(-c4ccc(F)cc4)c3=O)[C@H]1[C@@H](C(=O)Nc1ccccc1)[C@@H]2CO	0.2	1	2.0	-8	6	-0.5	1	x
C[C@@H]1CN([C@@H](C)CO)C(=O)c2cc(NC(=O)CCC(F)(F)F)ccc2O[C@@H](C)CCCCO[C@@H]1CN(C)C(=O)NC1CCCCC1	0.1	-1	-0.3	-1	-8	-1.9	0	4
COc1cccc(OCc2cc(C(=O)NCc3cnc4ccccn34)no2)c1	0.0	0	x	8	-29	-1.6	-1	3
C[C@H]1CN([C@@H](C)CO)C(=O)Cc2cc(NC(=O)Cc3ccccc3)ccc2O[C@@H]1CN(C)Cc1ccc(C(=O)O)cc1	0.4	1	-3.4	15	9	-1.5	3	3
CS(=O)(=O)N1N=C(c2ccco2)CC1c1cccc([N+](=O)[O-])c1 (centres undefined)	0.0	-3	-1.5	5	-5	-0.3	0	x
C[C@H]1CN([C@@H](C)CO)C(=O)c2cc(NC(=O)Nc3ccc(F)cc3)ccc2O[C@@H]1CN(C)C(=O)Nc1ccc(F)cc1	0.2	u	-0.2	8	2	0.4	x	16
O=C(Nc1ccc2c(c1)OCO2)Nc1ccccc1F	0.0	-2	0.4	9	-9	0.5	1	6
O=C(O)C[C@@H]1C[C@@H]2c3cc(NC(=O)CC4CC4)ccc3O[C@@H]2[C@H](CO)O1	0.1	30*	0.3	-10	-3	-1.9	-1	8
Cc1ccc(N2CCN(C(=O)NC3CCCCC3)CC2)c(C)c1	0.2	-4	-0.1	6	-17	-3.5	-1	-4
CC(C)CC#Cc1ccc2c(c1)O[C@@H](CN(C)C(=O)Cc1cccnc1)[C@@H](C)CN([C@@H](C)CO)S2(=O)=O	-1.0	5	0.4	-18	12	0.0	1	7
CC1(c2ccc3ccccc3c2)NC(=O)N(CC(=O)N2CCC(C(N)=O)CC2)C1=O (centres undefined)	0.1	-2	-0.1	0	-12	-1.6	-4	x
C[C@@H]1CN([C@H](C)CO)C(=O)Cc2cc(NC(=O)c3ccncc3)ccc2O[C@@H]1CN(C)Cc1ccc(Cl)c(Cl)c1	-0.1	1	1.6	-31	13	2.1	-2	-5
Cc1noc(C)c1S(=O)(=O)N1CCCC(C(=O)c2cccc(OC(C)C)c2)C1 (centres undefined)	-0.1	5	-0.1	-34	-17	-1.6	1	x
CC(=O)N1[C@@H]2c3ccc(-c4ccccc4)c(=O)n3C[C@@H]2[C@@H](CO)[C@@H]1C(=O)N1CCCCC1	0.3	8	-1.6	13	-7	x	-2	8
O=C(Nc1cccc2c(=O)[nH][nH]c(=O)c12)c1ccc([N+](=O)[O-])cc1	0.2	-9	0.0	5	-15	3.3	42*	7
COc1ccc(CN(C)C(=O)CC(c2ccccc2)c2ccccc2)cc1	-0.1	1	0.0	-23	-9	0.2	4	-5
C=CCn1c(COc2ccccc2F)nnc1SCC(=O)c1c[nH]c2ccccc12	0.0	-11	x	-2	-25	1.9	-2	-9
Cn1c(Cn2nnc3ccccc32)nnc1SCC(=O)N1c2ccccc2CCc2ccccc21	x	x	x	-12	3	1.9	2	1
COc1ccccc1C(=O)NCCC(=O)Nc1cccc(C)n1	0.0	-1	x	22	-6	2.8	1	-4
CC(C)(C)C(=O)CN1C2=NCCN2c2ccccc21	0.2	-4	x	-2	-2	-3.1	-2	x
Cn1c(NC(=O)c2ccc(C(C)(C)C)cc2)cc(=O)n(C)c1=O	0.0	-2	0.2	11	3	-0.5	1	6
Cc1cccc(-c2nc3cc([N+](=O)[O-])ccc3o2)c1	0.0	-3	0.0	1	-11	-3.1	x	-4
COc1ccc2cc(C(=O)N3CCN(c4ccc(F)cc4)CC3)[nH]c2c1	0.7	-3	0.5	-15	-7	2.4	3	3
Nc1cc(N)nc(SCC(=O)NCc2ccc3c(c2)OCO3)n1	0.2	2	0.3	0	-15	-1.5	11	0
CO[C@@H]1CN(C)C(=O)c2cc(NS(=O)(=O)C3CCCCC3)ccc2OC[C@H](C)NC[C@@H]1C	x	-1	x	x	-18	-2.4	x	-5
CCC(C)c1ccccc1NC(=S)NC(=O)c1ccco1 (centres undefined)	0.0	-4	-0.3	-53	-21	2.9	0	-1
COc1ccc(C2C3=C(CC(C)(C)CC3=O)N(C)C3=C2C(=O)CC(C)(C)C3)cc1OC	0.0	-2	0.2	12	-6	-2.6	-2	3
C[C@H](CO)N1C[C@H](C)[C@@H](CN(C)C(=O)C2CC2)Oc2cc(C3=CCCC3)ccc2S1(=O)=O	1.2	x	-0.2	-9	x	-0.9	x	x
CC(C)C(NC(=O)c1cccc(S(=O)(=O)N2CCOCC2)c1)C(=O)NCc1ccc(Cl)cc1 (centres undefined)	0.4	4	-1.0	-53	-37	2.2	2	4
CCCC#Cc1ccc2c(c1)O[C@@H](CN(C)CC1CCOCC1)[C@H](C)CN([C@@H](C)CO)S2(=O)=O	0.0	x	-0.1	-12	x	-1.0	x	x
O=C(CSc1nnc(-c2ccccc2F)n1C1CCCCC1)Nc1cc(C(=O)O)ccc1Cl	1.4	u	x	-2	-21	1.3	1	-5
Later entries
SMILES	XiGFP reactiv	DENV2 CPE	E-selectin induc	INS-1E GSIS act	RAD52 inh	F508del corr	Casp6 inh	RAD54 inh
Cc1c(-c2ccccc2Cl)nc2ccccc2c1C(=O)O	0.0	-2	x	12	-6	-0.4	-1	x
O=C(O)/C=C/C(=O)NCc1ccccc1	0.0	x	x	2	-10	0.6	-4	-3
COc1ccccc1OCCC(=O)Nc1ccc2c(c1)OCO2	0.0	-8	x	17	-9	1.1	4	0
Cc1ccc(C)c(C(C)NC(=O)C2CCCC2)c1 (centres undefined)	0.0	11	x	7	1	1.0	-3	4
Cc1noc(C)c1NC(=O)N(C)C[C@H]1Oc2c(NS(=O)(=O)c3ccc(F)cc3)cccc2C(=O)N([C@@H](C)CO)C[C@@H]1C	0.0	19	0.9	7	5	-1.2	-1	-4
COCC(=O)N1[C@@H](CO)[C@@H](c2ccccc2)C12CN(C(=O)c1ccccc1)C2	0.2	-4	0.3	11	4	2.7	-2	x
Cn1cc([N+](=O)[O-])c(C(=O)NCc2ccco2)n1	0.0	-5	0.0	12	6	-1.1	3	x
Cc1ncc([N+](=O)[O-])n1CC(=O)Nc1ccccc1	0.2	-2	x	5	-15	-0.7	0	x
O=C(N[C@@H]1CC[C@H](CC(=O)N2CCC(Cc3ccccc3)CC2)O[C@H]1CO)c1cnccn1	-0.6	-1	-0.6	17	4	-1.0	0	-2
O=C(O)c1ccccc1OCc1ccccc1Br	0.4	-2	0.0	-2	-17	-2.1	4	x
Cc1cccc(NC(=O)COc2cccc3c2CCN(Cc2ccccc2)C3=O)c1C	0.0	-3	x	x	-4	x	-3	x
O=C(Oc1cccnc1)c1ccccc1[N+](=O)[O-]	1.6	x	x	11	-1	2.7	0	x
O=c1c([N+](=O)[O-])cccn1Cc1cccc(Br)c1	0.1	-2	0.0	1	-34	-2.3	3	-6
COc1ccc(OC)c(-c2csc(NC(=O)Cc3cccs3)n2)c1	0.0	-12	0.2	3	-19	-1.3	1	5
COCC(=O)N1CC[C@H]2[C@H](CO)Nc3ccc(C#Cc4ccc(F)cc4)cc3[C@H]21	0.2	-5	0.6	-2	16	1.3	3	x
CCOC(=O)Nc1ccc(N2CCOCC2)c(S(=O)(=O)N2CCOCC2)c1	-0.1	26*	0.0	8	-5	0.1	0	-13

Random draw from the library, and some 3.7% of all compounds hit somewhere here.
